EWS-Fli inh = EWS/Fli-driven NR0B1 reporter inhibitors, primary screen, A673 cells, NR0B1 luciferase, luminescence, MLPCN library | viability-normalised | inhibition, % at 12.6 µM | 350,000 tested, 0.67% active;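 active = mean inhibition of at least 50% after viability correction, with every replicate also passing that limit; inconclusive = mean reaches 50% but only one of two replicates passes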;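 note: firefly luciferase signal divided by Alamar Blue viability fluorescence both relative to DMSO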
DENV2 CPE = inhibitors of DENV2 cytopathic effect, primary screen, cell-based, plate reader, single concentration | AID 651640, 2012 | CPE inhibition, % at 9.99 µM | DENV2-infected cells, cytopathic effect rescue | 350,000 tested, 1.7% active; in the data active = CPE inhibition above about 20%, passing the limit was not always enough; inconclusive = no clear call, values can overlap the other calls; tested in BHK-21 cells;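 note: 0% = median of neutral control wells and 100% = median of positive control wells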
PAX8 reporter = inhibitors of PAX8-driven TPO luciferase reporter, primary screen, RMG-I cells, single concentration. SteadyGlo, 24 h. 360,000 tested, 1.2% active. AID 652154, 2013. inhibition, % at 12.6 µM;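 active = mean replicate inhibition at least 60% with every replicate also reaching 60%; inconclusive = only one of the two criteria is met; inactive = mean below 60% and not all replicates reaching 60%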;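 note: luciferase light reporting Pax8 driven TPO promoter activity; plate controls were median of neutral control wells for no effect and mitoxantrone controls for full effect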
FN deposition inh = inhibitors of fibronectin matrix deposition, primary screen, AH1F cells, Alexa488-fibronectin fluorescence, plate reader | AH1F fibroblasts, overnight | 350,000 tested, 0.086% active | inhibition, % at 12.6 µM;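 active = mean inhibition across replicates of 30% or more, regardless of how many single replicates reach that level; inconclusive = mean under 30% yet at least half of replicates reach 30%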;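 note: positive control wells lacked labelled fibronectin entirely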
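Schedule: 1 h cell adhesion before compound, then overnight fibronectin incubation; test system: AH1F fibroblast monolayer depositing Alexa488-labelled fibronectin into matrix; quantity: 10000 AH1F cells per well; probe or stimulus: fluorescent fibronectin at 24 nM final; signal: fluorescence, ex 485 nm, em 525 nm; evaluation: percent inhibition as loss of matrix-bound fibronectin fluorescence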
miR122 inh = miR-122 Renilla sensor signal increase in Huh7, primary screen, miR-122 inhibitor project, cell-based, single point, plate reader; 340,000 tested, 0.3% active; activation (reporter increase), % at 12.5 µM; Huh7 miR-122 Renilla luciferase sensor, 48 h; neutral wells = 0, positive control = 100; AID 602342, 2012;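 active = mean replicate activation score at least 90 and every replicate individually at or above 90; inconclusive = only one of the two criteria met; inactive = neither criterion met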;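 note: higher luciferase means less miR-122 activity so hits act as miR-122 inhibitors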
GSIS activator = GLuc luminescence reporter in INS-1E cells, primary screen for activators of glucose-dependent secretion of insulin. activation, % at 16.6 µM. INS-1E GLuc reporter insulin secretion, 2-3 h. AID 743287, 2014. 370,000 tested, 0.61% active;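 active = lowest replicate activation of at least 40%, so every replicate reaches that level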;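 note: 0% = median of neutral control wells and 100% = median of IBMX positive control wells; some compounds called inactive have numbers as strong as hits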
F508del corr = F508del CFTR correction, initial screen, CFBE line, single point. CFBE cells, YFP halide quenching; stimulated with forskolin plus potentiator P3; % fluorescence drop versus neutral controls. activity (quench increase), % at 7.58 µM. 350,000 tested, 0.36% active. AID 720511, 2013;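 active = mean added fluorescence quench of at least 8% versus neutral control, with both replicates also reaching 8%; inconclusive = only one of the mean or replicate conditions met; inactive = mean below 8% and not both replicates reaching 8%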;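 note: cells transiently co-express mutant CFTR-F508del with the halide-sensitive YFP; corrector assay measuring rescue of mutant channel to the surface after 24 h compound exposure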
* = called active by the depositor; [ ] = dose if it differs, or a comment.

Screening COc1ccc(-n2c(CNC(=O)c3cccs3)n[nH]c2=S)cc1 returned EWS-Fli inh -6, DENV2 CPE 1, PAX8 reporter -4, FN deposition inh -22, miR122 inh -4, GSIS activator 4 and F508del corr -0.9.
CC(=O)c1c(C)[nH]c(C(=O)Nc2c(C)n(C)n(-c3ccccc3)c2=O)c1C was read as PAX8 reporter 16, FN deposition inh 0 and miR122 inh 4.
`O=C(/C=C/c1ccc([N+](=O)[O-])cc1)NNC(=O)C1CC1` gave EWS-Fli inh -1, DENV2 CPE 11, PAX8 reporter -1, FN deposition inh 2, miR122 inh -2, GSIS activator -4 and F508del corr -2.3.
Screening O=C(NNC(=O)C1CC=CCC1C(=O)O)c1cccs1 (stereo not given) returned EWS-Fli inh 4, DENV2 CPE -3, PAX8 reporter -3, FN deposition inh 4, GSIS activator 0 and F508del corr -0.2.
Screening CCc1nnc(SCC(=O)N2CCCC(N3CCN(c4ccccc4C)CC3)C2)o1 (stereo not given) returned EWS-Fli inh 2, DENV2 CPE -10, PAX8 reporter 9, miR122 inh -7, GSIS activator -2 and F508del corr -2.7.
For CC(NC(=O)C12CC3CC(CC(C3)C1)C2)C(=O)N/N=C/C1=C(N2CCOCC2)C(=C\c2ccccc2)/CC1 (stereo not given) the results were EWS-Fli inh 13, DENV2 CPE 133*, PAX8 reporter 18, FN deposition inh 0, miR122 inh -7, GSIS activator -11 and F508del corr -1.8.
CCN(CC(=O)Nc1c(F)cccc1F)C(=O)CC1CCCC1 was read as EWS-Fli inh -5, DENV2 CPE -8, PAX8 reporter 1, FN deposition inh -4, miR122 inh -6, GSIS activator 23 and F508del corr 0.5.
For COc1ccc(NC(=S)NCCC2=CCCCC2)cc1OC the results were EWS-Fli inh -7, DENV2 CPE -3, PAX8 reporter -19, FN deposition inh 12, GSIS activator -34 and F508del corr 0.0.
C#Cc1ccc([C@@H]2C=C(C(=O)N3CCCCCCC3)O[C@H](OCCCCO)C2)cc1 was read as EWS-Fli inh -17, DENV2 CPE 8, PAX8 reporter -2 and F508del corr 1.1.
Screening COCCN(CC(=O)Nc1cccc(S(=O)(=O)N2CCCC2)c1)Cc1nc2ccccc2c(=O)[nH]1 returned EWS-Fli inh 8, DENV2 CPE 17, PAX8 reporter 18, miR122 inh -3, GSIS activator -8 and F508del corr 1.5.
`COCCCn1c(C(=O)N2CCOCC2)cc2c(=O)n3cccc(C)c3nc21` gave EWS-Fli inh 5, DENV2 CPE -1, PAX8 reporter 2, FN deposition inh -3, miR122 inh -5, GSIS activator 79 and F508del corr 0.2.
`O=C(C[C@H]1C[C@H]2c3cc(NC(=O)NC4CCCC4)ccc3O[C@H]2[C@@H](CO)O1)NCc1ccccc1` gave EWS-Fli inh -5, DENV2 CPE -15, PAX8 reporter -9, FN deposition inh -4, miR122 inh 4[16.7 µM], GSIS activator 24 and F508del corr -0.7.
Screening Cn1cnc(S(=O)(=O)N2CCCCN3[C@H](CO)[C@@H](c4ccc(C#CC5CCCC5)cc4)[C@H]3C2)c1 returned EWS-Fli inh -4, DENV2 CPE 16, PAX8 reporter -12, miR122 inh 36[16.7 µM], GSIS activator -10 and F508del corr 1.7.
For CCCCSc1nnc(CNC(=O)C23CC4CC(CC(C4)C2)C3)n1Cc1ccccc1 the results were EWS-Fli inh 13, DENV2 CPE 7, PAX8 reporter 30, FN deposition inh -5 and GSIS activator -2.
O=C(NCc1ccccn1)C(=O)Nc1nc(-c2ccccc2)cs1 was read as EWS-Fli inh -11, DENV2 CPE -8, PAX8 reporter -9, FN deposition inh -4, miR122 inh -2 and F508del corr 2.6.
`CCn1c(SCC(=O)Nc2ccc(Br)cc2)nc2sc3c(c2c1=O)CCN(C)C3` gave EWS-Fli inh -1, DENV2 CPE 2, PAX8 reporter 9, FN deposition inh -2, miR122 inh -4, GSIS activator 39 and F508del corr 3.1.
`O=C(c1ccc2c(c1)OCO2)C1CCCN(Cc2cccc(C(F)(F)F)c2)C1` (stereo not given) gave EWS-Fli inh 9, DENV2 CPE 16, FN deposition inh -3, miR122 inh 1, GSIS activator -33 and F508del corr 3.6.
For O=C(Nc1cccc(F)c1)C1CCN(C(=O)N2CCOc3ccccc32)CC1 the results were EWS-Fli inh 2, DENV2 CPE -4, PAX8 reporter -13, FN deposition inh -4, GSIS activator -11 and F508del corr -2.4.
`COc1ccc(S(=O)(=O)Nc2ccc(NC(C)=O)cc2)cc1Br` gave EWS-Fli inh 10, DENV2 CPE -5, PAX8 reporter -2, FN deposition inh -1 and F508del corr -0.3.
NS(=O)(=O)c1ccc(NC(=S)NCC2CCCO2)cc1 (stereo not given) was read as EWS-Fli inh 1, DENV2 CPE 4, PAX8 reporter 10, FN deposition inh 3, miR122 inh 0 and GSIS activator 12.
For CC(C)CC(C(=O)Nc1ccccc1)N1C(=O)C2C3C=CC(C3)C2C1=O (stereo not given) the results were EWS-Fli inh -3, DENV2 CPE -2, PAX8 reporter -4, miR122 inh 2, GSIS activator 2 and F508del corr 0.1.
For CCOC(=O)[C@]12CCC=C1N(Cc1ccco1)C(=O)[C@H](CC(=O)N1CCN(C(=O)c3ccco3)CC1)C2 the results were EWS-Fli inh 1, DENV2 CPE 0, PAX8 reporter 44, FN deposition inh -16, GSIS activator 15 and F508del corr -0.9.
`O=S(=O)(CCn1cccc1)CCn1cccc1` gave PAX8 reporter 11, FN deposition inh -4 and miR122 inh -1.
N#C/C(=C\c1c[nH]c2ccc(Br)cc12)c1ccccn1 was read as EWS-Fli inh 21, DENV2 CPE 2, PAX8 reporter 17, FN deposition inh 9, miR122 inh 18, GSIS activator -14 and F508del corr 5.6.
`CC(OCC(O)CN1CCCCC1CCO)c1ccc(Cl)cc1` (stereo not given) gave EWS-Fli inh 0, DENV2 CPE 2, PAX8 reporter 1, FN deposition inh -8, miR122 inh 1, GSIS activator -4 and F508del corr 1.8.
Screening C[C@H]1CN([C@@H](C)CO)C(=O)c2ccccc2-c2ccccc2CO[C@H]1CN(C)C(=O)CCC(F)(F)F returned EWS-Fli inh -3, DENV2 CPE 4, PAX8 reporter 9, GSIS activator 15 and F508del corr -1.3.
CC(OC(=O)COc1ccccc1Cc1ccccc1)C(=O)N(C)c1ccccc1 (stereo not given) was read as EWS-Fli inh 1, DENV2 CPE 19, PAX8 reporter -12, FN deposition inh -3, miR122 inh -1, GSIS activator -14 and F508del corr 1.9.
`CCCCNC(=O)C1(C)CCC(=O)N1c1cc(C(C)(C)C)nn1C` (stereo not given) gave EWS-Fli inh -10, DENV2 CPE 17, PAX8 reporter -4, FN deposition inh 3, miR122 inh 0, GSIS activator 0 and F508del corr 2.0.
COc1ccc(C2(C)CC(=O)NC2=O)cc1 (stereo not given) was read as EWS-Fli inh -1, DENV2 CPE 9, PAX8 reporter 2, FN deposition inh 5, miR122 inh -1, GSIS activator 8 and F508del corr 3.6.
`Cn1c(NCc2cccnc2)nc2cc(-c3ccc(F)cc3)sc2c1=O` gave EWS-Fli inh -55, DENV2 CPE 15, PAX8 reporter -117, FN deposition inh -3, miR122 inh 1, GSIS activator 0 and F508del corr -0.2.
For CO[C@H]1CN(C)C(=O)c2cc(NS(=O)(=O)c3cccc(F)c3)ccc2OC[C@H](C)NC[C@H]1C the results were EWS-Fli inh 1, DENV2 CPE 8, PAX8 reporter -7, FN deposition inh -7, GSIS activator -14 and F508del corr 3.4.
For O=C(C[C@H]1C[C@H]2c3cc(NC(=O)C4CCOCC4)ccc3O[C@H]2[C@H](CO)O1)NCCN1CCCCC1 the results were EWS-Fli inh -2, DENV2 CPE -6, PAX8 reporter -6, FN deposition inh 7, miR122 inh 1[16.7 µM], GSIS activator 0 and F508del corr -0.7.
Cc1cccc(CN2CCN(C3CN(C4CCCCC4)S(=O)(=O)C3)CC2)c1 (stereo not given) was read as EWS-Fli inh -10, DENV2 CPE -7, PAX8 reporter 2, FN deposition inh 9, miR122 inh -1, GSIS activator 2 and F508del corr 4.3.
For COc1ccc(F)cc1S(=O)(=O)NCCCn1ccnc1 the results were EWS-Fli inh 1, DENV2 CPE 2, PAX8 reporter -12, FN deposition inh -3, miR122 inh 9, GSIS activator 0 and F508del corr 1.3.
For CCCn1cc(CN2CCCC(C(=O)c3cccc(OC(C)C)c3)C2)c(C)n1 (stereo not given) the results were EWS-Fli inh 14, DENV2 CPE 1, PAX8 reporter 6, FN deposition inh 5, GSIS activator -13 and F508del corr 1.9.
For O=C(Nc1cccc(-n2cccn2)c1)C1CCCN(Cc2ccccc2F)C1 (stereo not given) the results were EWS-Fli inh 10, DENV2 CPE -2, PAX8 reporter 16, GSIS activator -4 and F508del corr 1.6.
For Cn1c(=O)n(Cc2ccco2)c(=N)c2c3c(sc21)CCCC3 the results were EWS-Fli inh 6, DENV2 CPE 5, PAX8 reporter 8, FN deposition inh 4, GSIS activator 4 and F508del corr -1.5.
`CNS(=O)(=O)c1cccc(C(=O)NCC2(N3CCCCC3)CCCCC2)c1` gave EWS-Fli inh 0, DENV2 CPE 5, PAX8 reporter -12, FN deposition inh 0, miR122 inh -6, GSIS activator 4 and F508del corr 0.7.
For CC1(c2nnnn2C2CCCCC2)CCC(=O)N1Cc1ccc2c(c1)OCO2 (stereo not given) the results were EWS-Fli inh -16, DENV2 CPE 3, PAX8 reporter -8, FN deposition inh 10, GSIS activator 11 and F508del corr -1.5.
COC(=O)c1sc(S(=O)(=O)N2CCCCC2C)c(C(=O)OC)c1C (stereo not given) was read as EWS-Fli inh 3, DENV2 CPE inconclusive, PAX8 reporter 17, FN deposition inh 3, miR122 inh 2 and F508del corr 3.5.
For CC(C)c1ccc(NC(=O)C2CCN(c3ncnc4c3nc3n4CCCCC3)CC2)cc1 the results were EWS-Fli inh 14, DENV2 CPE -5, PAX8 reporter 54, FN deposition inh -6, miR122 inh -1, GSIS activator -3 and F508del corr 1.8.

Sorted by length of the SMILES (smallest number first): some entries from above.
`CC(OCC(O)CN1CCCCC1CCO)c1ccc(Cl)cc1` (stereo not given) gave EWS-Fli inh 0, DENV2 CPE 2, PAX8 reporter 1, FN deposition inh -8, miR122 inh 1, GSIS activator -4 and F508del corr 1.8.
N#C/C(=C\c1c[nH]c2ccc(Br)cc12)c1ccccn1 was read as EWS-Fli inh 21, DENV2 CPE 2, PAX8 reporter 17, FN deposition inh 9, miR122 inh 18, GSIS activator -14 and F508del corr 5.6.
`Cn1c(NCc2cccnc2)nc2cc(-c3ccc(F)cc3)sc2c1=O` gave EWS-Fli inh -55, DENV2 CPE 15, PAX8 reporter -117, FN deposition inh -3, miR122 inh 1, GSIS activator 0 and F508del corr -0.2.
For O=C(Nc1cccc(-n2cccn2)c1)C1CCCN(Cc2ccccc2F)C1 (stereo not given) the results were EWS-Fli inh 10, DENV2 CPE -2, PAX8 reporter 16, GSIS activator -4 and F508del corr 1.6.
Cc1cccc(CN2CCN(C3CN(C4CCCCC4)S(=O)(=O)C3)CC2)c1 (stereo not given) was read as EWS-Fli inh -10, DENV2 CPE -7, PAX8 reporter 2, FN deposition inh 9, miR122 inh -1, GSIS activator 2 and F508del corr 4.3.
For CC(C)c1ccc(NC(=O)C2CCN(c3ncnc4c3nc3n4CCCCC3)CC2)cc1 the results were EWS-Fli inh 14, DENV2 CPE -5, PAX8 reporter 54, FN deposition inh -6, miR122 inh -1, GSIS activator -3 and F508del corr 1.8.

Bioassay records: PubChem BioAssay, Broad Institute
